Compound activity deposited in PubChem by The Scripps Research Institute Molecular Screening Center.
TAAR1 antagonist: antagonists of human TAAR1 | inhibition, % at 3 µM | CHO RD-HGA16 TAAR1, Fluo-8 calcium fluorescence, antagonist | Q96RJ0 | 360,000 compounds, 1.5% hits;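 active = inhibition above a per-plate cutoff, the mean inhibition of test compounds on that plate plus 3 SD, cut at about 49% in these data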;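 note: 0% = DMSO plus EC80 beta-PEA response and 100% = DMSO alone without agonist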
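System: CHO RD-HGA16 cells bearing hTAAR1. Reagent: EC80 β-phenethylamine stimulus. Schedule: seeding 17-24 h prior, 75-min 37 °C, 30-min RT dye loading. Signal: Fluo-8 intracellular calcium dye fluorescence, real-time kinetic reads. Read-out: % inhibition from peak post-agonist over basal fluorescence ratio. Benchmarks: vehicle wells and EC80 agonist wells. Replicates: n of 1.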
CHO parental Ca: counter-screen: ATP calcium response change in parental CHO cells; parental CHO-K1, ATP-induced calcium, Fluo-8 fluorescence; inhibition, % at 5.6 µM; 330,000 compounds, 0.63% hits; AID 463079;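 active = inhibition above that plate's mean sample inhibition plus 3 SD, cut at about 26% in these data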;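 note: 0% = ATP-challenged DMSO wells and 100% = DMSO wells without ATP; some compounds past the cut are filed as inactive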
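Material: parental CHO cells / Compound: single nominal dose of 5.6 µM per compound / Signal: Fluo-8 fluorescence / Replicates: singlicate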
M1 ag parental: counter-screen for M1 agonists: effect in parental CHO-K1 cells. Fluo-8 calcium fluorescence; scaled to maximal ATP response, vehicle zero. activation, % at 3 µM. 360,000 compounds, 0.48% hits. AID 602248; in the data active = activation above about 15%;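 note: untransfected CHO-K1 host cells lacking M1 receptor as counterscreen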
TAAR1 agonist: human TAAR1 agonism; AID 624467; 360,000 compounds, 0.99% hits; Q96RJ0; CHO RD-HGA16 TAAR1, Fluo-8 calcium fluorescence; vehicle wells 0%, saturating PEA agonist 100%; activation, % at 3 µM;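 active = activation above the mean activation of all test compounds in the run plus 3 SD, cut at about 38% in these data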
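Benchmarks: low control DMSO, high control PEA (EC100); System: CHO RD-HGA16 cells carrying human TAAR1 plus Gα16; Detection: Fluo-8 fluorescence, 5 s baseline then 140 s kinetic read; Schedule: 17-24 h plating, Fluo-8 75 min 37 °C, 30 min RT; Read-out basis: % activation from peak over basal fluorescence ratio, DMSO-to-PEA scaled.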
OXTR potentiator: potentiators of human oxytocin receptor. CHO-OTR cells, Fluo-8 calcium fluorescence, potentiator mode; 0% = oxytocin EC15, 100% = EC100. P30559. 320,000 compounds, 0.061% hits. activation, % at 3 µM;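 active = activation above that plate's cutoff, the mean activation of tested compounds plus 3 SD, cut at about 6.6% in these data, passing the limit was not always enough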;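 note: 100% uses oxytocin at 75 nM as the full agonist control; some results filed as inactive read as strong as hits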
Target sequence (P30559 whole entry, looked up): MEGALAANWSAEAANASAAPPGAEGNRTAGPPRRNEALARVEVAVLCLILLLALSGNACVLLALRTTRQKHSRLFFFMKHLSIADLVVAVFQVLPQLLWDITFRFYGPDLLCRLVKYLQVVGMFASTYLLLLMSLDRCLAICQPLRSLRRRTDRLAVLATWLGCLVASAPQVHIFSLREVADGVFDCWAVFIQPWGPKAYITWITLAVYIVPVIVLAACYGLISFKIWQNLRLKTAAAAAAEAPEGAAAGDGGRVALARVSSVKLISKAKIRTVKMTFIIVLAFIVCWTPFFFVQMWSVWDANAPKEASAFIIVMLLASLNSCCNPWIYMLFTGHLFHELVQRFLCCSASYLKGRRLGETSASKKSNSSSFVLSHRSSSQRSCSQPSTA
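Assay system: CHO cell line stably expressing human OTR. Reagent: EC15 oxytocin agonist. Dosing: single dose, 3.0 µM nominal final compound concentration. Timing: compound 6 min at room temperature before oxytocin, 100 s read. Signal: kinetic Fluo-8 calcium fluorescence. Controls: oxytocin EC15 low and EC100 high.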
M1 PAM parental: M1 PAM counterscreen hit in parental CHO-K1 cells. ATP EC20, Fluo-8 calcium fluorescence; 0% at ATP EC20, 100% at ATP max. AID 602247. 360,000 compounds, 0.02% hits. activation, % at 3 µM;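 active = activation above the run cutoff, the mean activation of all test compounds plus 3 SD, cut at about 40% in these data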;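 note: peak over basal fluorescence ratio in a 140 s read after ATP addition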
M1 antag: antagonists of human M1 muscarinic receptor. P11229. CHO-K1 hM1, Fluo-8 calcium fluorescence, ACh EC80 antagonist. inhibition, % at 3 µM. 360,000 compounds, 1.3% hits. AID 588852;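 active = percent inhibition above its own plate's cutoff, namely the mean of that plate's compound wells plus 3 SD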;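 note: peak over basal fluorescence ratio during 140 s after agonist addition; 0% = ACh EC80 plus DMSO and 100% = DMSO alone without agonist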
Target sequence (P11229 whole entry, looked up): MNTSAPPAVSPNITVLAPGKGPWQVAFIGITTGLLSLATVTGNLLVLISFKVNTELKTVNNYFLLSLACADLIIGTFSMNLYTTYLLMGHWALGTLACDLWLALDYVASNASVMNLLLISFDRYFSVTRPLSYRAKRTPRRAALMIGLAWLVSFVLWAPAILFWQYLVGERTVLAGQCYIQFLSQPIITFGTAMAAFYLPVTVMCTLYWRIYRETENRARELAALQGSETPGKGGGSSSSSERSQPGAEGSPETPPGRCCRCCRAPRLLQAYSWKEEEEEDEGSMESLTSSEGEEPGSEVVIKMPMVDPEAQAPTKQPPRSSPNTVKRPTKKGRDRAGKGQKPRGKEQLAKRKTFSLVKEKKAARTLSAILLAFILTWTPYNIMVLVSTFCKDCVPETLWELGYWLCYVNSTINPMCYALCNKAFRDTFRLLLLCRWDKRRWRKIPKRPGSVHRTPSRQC
M1 ag: human M1 muscarinic receptor agonism; activation, % at 3 µM; 360,000 compounds, 0.33% hits; AID 588814; CHO-K1 hM1, Fluo-8 calcium fluorescence, agonist mode; 0% DMSO, 100% acetylcholine EC100; P11229;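 active = activation above the run's mean compound activation plus 3 SD, cut at about 16% in these data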;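 note: peak over basal fluorescence ratio within a 140 s kinetic read after compound addition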
CHO-K1 Ca antag: nonselective inhibitor or artifact in parental CHO-K1 cells | ATP-induced calcium, Fluo-8 fluorescence | inhibition, % at 3 µM | 360,000 compounds, 0.6% hits;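 active = inhibition above a per-plate cutoff, the plate's mean sample inhibition plus 3 SD, cut at about 24% in these data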;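 note: 0% = DMSO plus EC80 ATP and 100% = DMSO alone without ATP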
* marks the source's active call; other numbers are inactive results; nt = no result given. No enrichment for hits; about 4.2% have a hit in one of these screens.

SMILES	TAAR1 antagonist	CHO parental Ca	M1 ag parental	TAAR1 agonist	OXTR potentiator	M1 PAM parental	M1 antag	M1 ag	CHO-K1 Ca antag
CCOc1ccc(CNS(=O)(=O)c2cc(-c3cc(C)no3)ccc2OC)cc1OC	-25	0	2.2	13	-7	10	-16	-1	-11
CCC(=O)N1CCc2cc(S(=O)(=O)CCC(=O)NCCC3=CCCCC3)ccc21	-6	-43	1.9	4	-9	-1	-19	0	0
O=C(CCCCCN1C(=O)c2cccc([N+](=O)[O-])c2C1=O)NCCc1ccccc1	-16	nt	0.2	8	nt	24	-19	-2	-4
CC(C)(C)C(=O)CN1C(=O)C2(OCCO2)c2ccccc21	-3	3	0.0	7	-2	19	-18	-1	-7
C[C@H]1COC(=O)[C@H](CC(=O)OC(C)(C)C)C/C=C\C[C@H](CC(=O)N(CCO)Cc2ccccc2)C(=O)N1	3	-3	0.2	19	-6	8	1	-3	-11
CCOc1ccccc1N(CC(=O)N1CCCC1)S(C)(=O)=O	3	4	-0.4	1	1	-16	-6	-2	8
C/C(N)=C(/C#N)C(=O)COC(=O)c1cc(-c2cccc(Br)c2)nc2ccccc12	-6	-10	0.3	0	-6	20	-5	-3	-11
CN(C(=O)c1ccccn1)c1nnc(-c2ccccn2)s1	5	-12	0.7	7	2	15	-33	-2	-6
CCOC(=O)[C@H]1[C@H]2COc3ccc(Cl)cc3[C@H]2N2C(=O)CNC(=O)[C@@]12C	-6	-9	0.4	5	1	30	-9	-3	-23
COc1cc(C)cc(CN2CCC(Cc3ccccc3)CC2)c1O	-5	-18	1.3	5	0	13	-13	-8	-8
O=C1OCC=C1NNC(=O)c1cccnc1	-15	1	-0.1	5	-11	7	3	-3	-5
O=C(NCC(c1cccs1)N1CCOCC1)c1cn(-c2ccccc2)nc1-c1ccccc1 (stereo not drawn)	11	-23	1.5	6	-5	-13	17	-4	-13
CCn1nnnc1-c1ccc(OC)c(S(=O)(=O)Nc2ccc(S(N)(=O)=O)cc2)c1	0	-5	0.3	6	-9	2	0	-2	-1
O=C(CN1CCN(c2ccc(F)cc2)CC1)Nc1cccc(C(F)(F)F)c1	8	-25	-0.1	2	-7	0	-30	-3	2
O=C(NC1=NCCS1)c1ccc(Cl)c(S(=O)(=O)N2CCCCC2)c1	5	-17	1.0	7	-10	-1	1	-4	-15

As a short view, part of the list above:
SMILES	TAAR1 antagonist	CHO parental Ca	M1 ag parental	TAAR1 agonist	OXTR potentiator	M1 PAM parental	M1 antag	M1 ag	CHO-K1 Ca antag
CC(C)(C)C(=O)CN1C(=O)C2(OCCO2)c2ccccc21	-3	3	0.0	7	-2	19	-18	-1	-7
C[C@H]1COC(=O)[C@H](CC(=O)OC(C)(C)C)C/C=C\C[C@H](CC(=O)N(CCO)Cc2ccccc2)C(=O)N1	3	-3	0.2	19	-6	8	1	-3	-11
CCOc1ccccc1N(CC(=O)N1CCCC1)S(C)(=O)=O	3	4	-0.4	1	1	-16	-6	-2	8

The listing continues.
SMILES	TAAR1 antagonist	CHO parental Ca	M1 ag parental	TAAR1 agonist	OXTR potentiator	M1 PAM parental	M1 antag	M1 ag	CHO-K1 Ca antag
O=C(CC(c1ccccc1)c1ccccc1)NCc1cccnc1	-3	-6	3.0	10	-5	0	-28	-3	-22
COCc1ccc(C(=O)N2CCCC(N3CCN(c4cccc(Cl)c4)CC3)C2)s1 (stereo not drawn)	-20	nt	1.8	1	nt	9	-11	-6	-16
O=C(CN(c1cccc([N+](=O)[O-])c1)S(=O)(=O)c1ccccc1)NCc1cccnc1	-5	0	3.0	-1	-8	13	0	-10	-17
CC(C)c1cccc(-c2ccc3c(c2)S(=O)(=O)c2cccc(C(=O)NCc4ccccc4)c2C3=O)c1	61*	-6	0.6	7	-5	-3	-7	0	-5
O=C1CC(NS(=O)(=O)c2cccnc2)CN1c1ccc(F)cc1 (stereo not drawn)	-8	2	0.6	2	-3	5	-17	-1	-3
COc1ccccc1CNC(=O)C(Cc1c[nH]c2ccccc12)NC(=O)OCc1ccccc1 (stereo not drawn)	63*	4	5.5	14	-8	1	21	-2	19
O=C(Nc1nnc(COc2ccc(Cl)cc2)s1)c1ccco1	-8	-6	0.2	6	-6	2	-4	-2	-8
O=C(COc1ccccc1)NCCc1cn2ccsc2n1	-14	1	-0.2	1	-3	0	-5	-3	10
Cc1ccnc(NS(=O)(=O)c2ccc(Oc3ccccc3)cc2)c1	3	-8	2.5	18	-5	1	-1	-1	5
CN(C)C(CNC(=O)CNC(=O)Cc1cccc2ccccc12)c1ccccc1 (stereo not drawn)	-9	-11	-0.4	2	-1	-17	-8	-7	-3
Cc1cc(N/N=C2/CCCc3ccccc32)nc2ccccc12	12	-18	-0.4	8	-22	0	-2	-5	-2
CC(=NCCc1ccccc1)C1=C(O)COC1=O	31	-15	0.1	83*	-6	7	-19	-3	0
O=C(Nc1cccc(C(F)(F)F)c1)c1cccnc1N1CCN(CCO)CC1	-9	-11	0.2	17	-10	17	-3	-5	-11
O=C(Nc1cccc(Br)c1)c1cc2ccccc2o1	20	-10	0.2	10	-1	-4	6	-8	1
CS(=O)(=O)Nc1ccc(C2=NN(C(=O)C3CCCCC3)C(c3cccs3)C2)cc1 (stereo not drawn)	-24	-7	-0.2	14	-14	21	-13	-7	-17
COc1ccc(NC(=O)COC(=O)/C=C/c2cnc3ccccc3n2)cc1	-4	-6	-0.5	3	2	3	0	-7	10
COc1ccc(NC(C)=O)cc1S(=O)(=O)N(C)Cc1c(C)nn(-c2ccccc2)c1C	1	-18	1.2	8	3	13	-9	-2	-22
O=C(NCC1CCCN(Cc2cccc(C(F)(F)F)c2)C1)c1ccc(F)cc1 (stereo not drawn)	-16	-25	2.0	0	-3	16	-3	-7	-4
COC(=O)c1ccc(CN=C(NS(=O)(=O)c2ccccc2)c2ccccc2)cc1	-2	-8	0.0	3	-5	6	-7	-4	-3
Cn1c(NCCCN2CCOCC2)nc2c1c(=O)n(Cc1ccc(Cl)cc1)c(=O)n2C	1	-20	0.5	0	-2	19	-12	-9	-11
CC(Oc1ccc(Br)cc1)C(=O)NC1CCCCCC1 (stereo not drawn)	10	-14	-0.8	2	-7	-4	-2	-6	-4
Cn1cc(/C=N\NC(=O)C2COc3ccccc3O2)c2ccccc21 (stereo not drawn)	9	-2	nt	7	-10	nt	nt	nt	nt
CCOc1ccc(NS(=O)(=O)c2ccc(C(=O)N(C)CC(=O)Nc3ccccc3Br)cc2)cc1	1	nt	5.2	10	nt	4	-6	5	-16
COc1c(C(=O)NCCSC(C)(C)C)ccc2ccccc12	10	-14	0.5	12	-2	-12	9	-5	15
COc1cc(NC(=S)NC(=O)c2ccccc2F)ccc1NC(=O)c1ccco1	-8	-19	0.9	6	-12	21	5	-6	-12
COCC(=O)OCC(=O)Nc1ccccc1-c1ccccc1	2	-5	1.3	11	-11	26	-10	-5	-17
COc1ccc(OC)c(C(=O)NC2CCSc3ccccc32)c1 (stereo not drawn)	6	-24	-0.2	-3	-7	-17	-3	-9	-7
CCOc1ccc(S(=O)(=O)N(C)c2ccc(OCC(=O)NCc3cccnc3)cc2)cc1	6	-10	-0.1	-1	-9	-1	2	-15	0
O=C(COC(=O)c1ccc([N+](=O)[O-])o1)Nc1cccc2ccccc12	12	0	-0.1	4	-17	18	-5	-1	-14
COc1c(S(=O)(=O)N2CCN(c3ccc(F)cc3)CC2)ccc(Cl)c1Cl	-4	-13	0.9	-1	-7	13	9	-4	-4
Cc1c(CNC(=O)C2CCC(=O)N(CCc3ccccc3)C2)cnn1C (stereo not drawn)	-9	-3	-0.2	3	-1	-12	-3	3	-6
COc1ccccc1OCc1ccc(C(=O)Nc2ccncc2)o1	28	-13	10	12	-13	-4	13	0	6
CC(=O)c1cccc(Nc2nc(-c3ccccc3)nc3ccccc23)c1	47	-5	1.8	8	-1	-14	7	-3	5
Cc1ccc(S(=O)(=O)c2nnn3c2nc(N2CCCCC2)c2ccccc23)cc1	-1	-13	0.4	-1	-4	20	7	-3	-14
S=c1[nH]nc(CSCc2ccc(Cl)cc2Cl)n1-c1ccccc1	-6	-3	0.3	14	-10	6	2	0	-8
COc1ccccc1NS(=O)(=O)c1ccc(C(=O)N2CCN(c3ccccc3O)CC2)cc1	58*	3	8.3	17	-16	-13	18	3	18
COc1cc(/C=C/C(=O)OCC(=O)N2CCCc3ccccc32)ccc1OC(F)F	-27	-15	-0.2	2	-1	5	8	-5	-8
CCOC(=O)N1CCN(Cc2ccc3c(c2)OCO3)CC1	-4	-9	-0.1	2	-2	-2	-9	-3	5
COc1ccc(-n2ncc(N(C)n3cccc3)c(Cl)c2=O)cc1	4	-21	-0.1	2	-12	8	-6	-5	-7
O=C(CCCCCN1C(=O)c2ccccc2C1=O)NCc1ccccn1	8	-12	0.5	0	-17	14	0	10	-13
CC(=O)c1ccccc1C(=O)N(C)C1CCCN(Cc2ccccc2F)C1 (stereo not drawn)	13	-7	0.5	-1	-1	15	-7	-2	-2
Cc1ccc(NC(=O)c2ncn(CCCN(CCCn3cnc(C(=O)Nc4ccc(C)c(C)c4)n3)Cc3ccc4[nH]ccc4c3)n2)cc1C	-28	nt	0.6	1	nt	17	-12	-6	-7
Cc1ccc(S(=O)(=O)N2CCN(C(=O)COC(=O)COc3ccc(Cl)cc3)CC2)c(C)c1	-11	nt	-0.2	4	nt	7	-3	-2	-9
CCc1ccc(NC(=O)C2CCN(S(=O)(=O)c3ccc4[nH]c(=O)ccc4c3)CC2)cc1	6	-2	0.3	0	1	0	2	-3	2
Cc1ccc(CN2Cc3cccc4c3[C@@H](CC2=O)[C@H](O)[C@H](O)C4)cc1	-9	-7	2.5	8	1	2	-5	-3	-10
COc1ccc(S(=O)(=O)Nc2cc3c4c(c2)C(C)C(=O)N4CCC3)cc1OC (stereo not drawn)	nt	-23	0.3	nt	-7	12	-9	1	5
CCN(C(=O)COC(=O)c1nn(-c2ccccc2)c(=O)c2ccccc12)C1CCS(=O)(=O)C1 (stereo not drawn)	-10	-8	0.0	-1	-3	-22	-17	-2	9
Cc1cc(C(=O)NCc2cccs2)cs1	nt	-5	0.3	nt	0	-9	9	-2	-4
CCn1c(SCC(N)=O)nnc1-c1cc2c(C)nn(-c3ccccc3)c2s1	2	-13	1.0	3	-2	-5	-10	-13	-14
COc1ccccc1NC(=O)c1ccc2nsnc2c1	5	-3	1.1	1	0	18	-12	-3	-12
CCn1c(COc2ccc(C(C)C)cc2)nnc1SCC(=O)Nc1nccs1	-12	-4	0.1	12	-1	1	3	0	4
